Assay outcomes deposited in PubChem BioAssay by several laboratories.
PvdQ inh: blocks Pseudomonas aeruginosa PvdQ acylase activity; 340,000 tested, 0.063% active; purified PvdQ acylase, fluorescence plate reader; inhibition, % at 10 µM; in the data active = inhibition above about 30%, passing the limit was not always enough;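 also: 0% = vehicle neutral wells and 100% = reference inhibitor wells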
SR-BI HDL uptake: mouse SR-BI HDL lipid transfer inhibition; Q61009; ldlA[mSR-BI] CHO cells, DiI-HDL uptake fluorescence, 3 h; inhibition, % at 12.5 µM; 320,000 tested, 0.96% active; AID 488896;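 active = mean replicate inhibition of at least 70% and a set share of replicates each scoring 70 or more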;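 also: 0% = median of neutral control wells and 100% = median of positive control wells; values of inactives mirror those of a sister screen read the other way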
DAGLB inh: diacylglycerol lipase beta (human) inhibition; HEK293T DAGLB membrane lysate, EnzChek fluorogenic substrate; Q8NCG7; inhibition, % at 5.17 µM; 340,000 tested, 0.059% active; in the data active = inhibition above about 34%;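 also: 0% = enzyme with vehicle and 100% = wells lacking enzyme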
Target sequence (Q8NCG7 whole entry, looked up): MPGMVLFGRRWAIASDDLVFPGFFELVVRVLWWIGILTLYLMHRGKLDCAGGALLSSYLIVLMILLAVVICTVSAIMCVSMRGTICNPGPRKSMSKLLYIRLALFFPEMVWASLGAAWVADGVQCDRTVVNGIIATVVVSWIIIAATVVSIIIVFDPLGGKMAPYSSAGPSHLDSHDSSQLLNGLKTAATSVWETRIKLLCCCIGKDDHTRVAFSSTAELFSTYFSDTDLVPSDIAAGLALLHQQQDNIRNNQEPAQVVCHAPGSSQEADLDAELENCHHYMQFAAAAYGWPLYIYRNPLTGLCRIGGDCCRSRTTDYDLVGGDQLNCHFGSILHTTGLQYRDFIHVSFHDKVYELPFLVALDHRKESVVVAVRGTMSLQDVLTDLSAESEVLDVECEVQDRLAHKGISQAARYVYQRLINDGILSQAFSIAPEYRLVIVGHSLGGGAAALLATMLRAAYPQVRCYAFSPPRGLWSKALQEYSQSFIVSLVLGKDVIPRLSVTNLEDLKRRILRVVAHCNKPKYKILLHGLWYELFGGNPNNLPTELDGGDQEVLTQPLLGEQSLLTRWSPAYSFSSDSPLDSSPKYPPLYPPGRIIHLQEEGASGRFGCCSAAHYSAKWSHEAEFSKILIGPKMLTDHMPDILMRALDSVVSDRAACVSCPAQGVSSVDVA
Arr AP2 block: blocks beta-arrestin peptide binding to AP2 adaptin | FITC-arrestin peptide / GST-AP2 beads, flow cytometry; AP2 beta2 appendage carries R879A mutation | inhibition, % at 10 µM | 340,000 tested, 0.31% active;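 active = inhibition above a set limit, near 3 SD of compounds lacking own fluorescence, cut at about 54% in these data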;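 also: plate controls were DMSO wells for no effect and 5 µM unlabelled arrestin peptide for full effect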
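Measured by: flow cytometry, FL1 (488/535 nm); Material: AP2 appendage R879A on GSH beads; Evaluation: percent response; Timing: pre-incubation 12 min, peptide binding 1 h, room temperature; Also added: 50 nM FITC-arrestin peptide; Medium: PBS with 0.05% Tween 20 and 0.1% BSA.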
NSD2 inh: blocks human histone methyltransferase NSD2; AID 743445; 310,000 tested, 0.54% active; O96028; NSD2 peptide methylation, AlphaScreen, 120 min; inhibition, % at 12.5 µM; in the data active = inhibition above about 50%
Keap1-Nrf2 PPI: inhibitors of human Keap1-Nrf2 protein-protein interaction; Q14145; Keap1 Kelch-Nrf2 peptide fluorescence polarization, 1536-well; inhibition, % at 9.4 µM; 340,000 tested, 0.15% active; AID 504523; in the data active = inhibition above about 12%;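 also: human Keap1 Kelch domain with fluorescein labeled Nrf2 9mer peptide probe; 0% = neutral control wells and 100% = peptide positive control; higher means more block of Keap1 binding to Nrf2 peptide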
PKA-R2B activ: activators of human PKA-R2B complex | P22694+P31323 | PKA-R2B holoenzyme dissociation, Cy5-IP20 fluorescence polarization; R2B truncated from residue 108, S112A mutant; 0% DMSO only, 100% 113 µM cGMP | activation, % at 11.4 µM | 340,000 tested, 0.079% active | AID 504700;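 active = activation above a cutoff set at the mean over all compounds plus 3 SD, cut at about 18% in these data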;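 also: higher means more holoenzyme dissociation and a rise in polarization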
SR-BI uptake up: activators of SR-BI mediated HDL lipid uptake. CHO ldlA[mSR-BI] cells, DiI-HDL uptake fluorescence, 3 h; 100 = double the neutral-control signal. activation, % at 12.5 µM. 320,000 tested, 0.096% active. AID 504775;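 active = mean replicate activation of at least 60% and every replicate at or above 60%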;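 also: 0% = median plate neutral-control signal and 100% = twice that signal; values of inactives mirror those of a sister screen read the other way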
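Test system: SR-BI-overexpressing, LDLR-lacking CHO cells; Medium: Ham's F12 with 0.5% BSA, HEPES 25 mM, pH 7.4; Schedule: 3 h, 37 °C; Technique: bottom-read fluorescence, 550/595 nm.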
Cardiac RTF inh: cardiac RTF calcium desensitization; P19429+P45379; 340,000 tested, 0.12% active; inhibition, % at 7.15 µM; IANBD-labeled cardiac RTF, Ca2+ fluorescence;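 active = inhibition above the mean inhibition of all tested compounds plus 3 SD, cut at about 17% in these data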;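 also: assay run at fixed EC70 calcium of 1.6 mM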
C-LANA FP: inhibitors of KSHV LANA C-terminal domain DNA binding. MBP-C-LANA/FAM-LBS DNA binding, fluorescence polarization. inhibition, % at 9 µM. 340,000 tested, 0.078% active;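 active = highest replicate inhibition at or above 60% at 9 µM, even if other replicates fall short; inactive = all replicates below 60% inhibition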;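 also: 0% = neutral control wells and 100% = 4 µM acridine orange control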
* hit, by the source's call; . = not tested or not shown.

Abbreviations: A = PvdQ inh; B = SR-BI HDL uptake; C = DAGLB inh; D = Arr AP2 block; E = NSD2 inh; F = Keap1-Nrf2 PPI; G = PKA-R2B activ; H = SR-BI uptake up; I = Cardiac RTF inh; J = C-LANA FP
1) O=C(Nc1ccccn1)c1ccc2c(c1)OCCO2
  A = 21.6 | B = -1.5 | C = -0.8 | D = -6.1 | E = -4.4 | F = -2.3 | G = -1.7 | H = 1.5 | I = -13.2 | J = 0.8

2) O=C(CCc1ccc(S(=O)(=O)N2CCOCC2)cc1)NN=C1CCCCCCC1
  A = -14.8 | B = -17.8 | C = -1.0 | D = 12.2 | E = -0.8 | F = -5.0 | G = -9.9 | H = 17.8 | I = -5.8 | J = -0.4

3) NCCCC[C@H]1CN=C(N)N1CCC12CC3CC(CC(C3)C1)C2
  A = -7.1 | B = -20.6 | C = -3.9 | D = 6.9 | E = . | F = 4.6 | G = 5.3 | H = 20.6 | I = -4.0 | J = 1.1

4) COc1ccccc1CCNC(=O)c1nc(-c2cccs2)no1
  A = -27.9 | B = -7.5 | C = -10.8 | D = 4.4 | E = -4.4 | F = -5.5 | G = -5.5 | H = 7.5 | I = -3.1 | J = 0.8

5) C=CCn1c(SCC(=O)Nc2sccc2C(N)=O)nc2ccccc2c1=O
  A = 7.1 | B = 39.0 | C = -0.3 | D = 21.5 | E = 1.1 | F = -2.5 | G = -6.0 | H = -39.0 | I = -3.6 | J = 0.7

6) CN(C)CCN(C)Cc1ccccc1Sc1cccc2ccccc12
  A = -5.7 | B = -28.1 | C = 1.5 | D = -15.2 | E = 19.2 | F = -0.3 | G = -11.0 | H = 28.1 | I = -2.7 | J = -1.8

7) O=C(COC(=O)CCc1ccc(S(=O)(=O)N2CCOCC2)cc1)NC1CCCC1
  A = -1.6 | B = -22.7 | C = 1.4 | D = 6.9 | E = . | F = 7.5 | G = -4.8 | H = 22.7 | I = 12.2 | J = -1.2

8) O=C(Cc1n[nH]c(=O)[nH]c1=O)N/N=C/c1cccc(Cl)c1
  A = 9.4 | B = . | C = -1.8 | D = 10.4 | E = -3.8 | F = -4.7 | G = -1.8 | H = . | I = -8.4 | J = 1.3

9) Cc1cc(C(C)(C)C)cc(C)c1C[n+]1ccc2ccccc2c1
  A = -1.1 | B = -13.3 | C = -0.2 | D = -10.0 | E = 0.2 | F = 2.4 | G = 4.8 | H = 13.3 | I = -5.6 | J = -1.5

10) COc1ccc(CCn2c(=S)[nH]c3ccc(N4CCOCC4)cc3c2=O)cc1OC
  A = -5.6 | B = 17.8 | C = 1.1 | D = 6.0 | E = -4.4 | F = 0.6 | G = 1.4 | H = -17.8 | I = -3.5 | J = -0.9

11) Cc1cc(Cl)ccc1OCC(=O)N/N=C/c1ccncc1
  A = -12.0 | B = . | C = -0.9 | D = -8.5 | E = 0.9 | F = -7.8 | G = -3.6 | H = . | I = 4.7 | J = 0.0

12) O=C(COC(=O)c1cc2c(s1)CCC2)Nc1ccc(F)cc1
  A = -26.7 | B = -5.8 | C = -3.6 | D = 5.7 | E = -31.2 | F = -5.0 | G = -2.6 | H = 5.8 | I = 12.1 | J = 0.2

13) Cc1cc(Nc2ccc(Cl)cc2)n(-c2ccccc2)n1
  A = -11.6 | B = 27.6 | C = -1.0 | D = 0.1 | E = 0.2 | F = 5.5 | G = -1.2 | H = -27.6 | I = -0.4 | J = 0.1

14) CCOc1c2ccccc2nn1CCO
  A = -1.5 | B = -29.5 | C = -4.8 | D = 2.7 | E = . | F = 3.9 | G = -6.4 | H = 29.5 | I = 6.9 | J = 1.3

15) Cc1ccc(OCC(O)CNS(=O)(=O)c2ccccc2C(=O)N2CCCCC2)cc1 (centres undefined)
  A = 3.3 | B = 19.8 | C = -0.7 | D = 28.8 | E = 0.1 | F = 3.9 | G = -8.2 | H = -19.8 | I = 3.7 | J = 2.8

Reprinted at random: two entries already listed.
Abbreviations: A = PvdQ inh; B = SR-BI HDL uptake; C = DAGLB inh; D = Arr AP2 block; E = NSD2 inh; F = Keap1-Nrf2 PPI; G = PKA-R2B activ; H = SR-BI uptake up; I = Cardiac RTF inh; J = C-LANA FP
6) CN(C)CCN(C)Cc1ccccc1Sc1cccc2ccccc12
  A = -5.7 | B = -28.1 | C = 1.5 | D = -15.2 | E = 19.2 | F = -0.3 | G = -11.0 | H = 28.1 | I = -2.7 | J = -1.8

5) C=CCn1c(SCC(=O)Nc2sccc2C(N)=O)nc2ccccc2c1=O
  A = 7.1 | B = 39.0 | C = -0.3 | D = 21.5 | E = 1.1 | F = -2.5 | G = -6.0 | H = -39.0 | I = -3.6 | J = 0.7

Other records follow.
Abbreviations: A = PvdQ inh; B = SR-BI HDL uptake; C = DAGLB inh; D = Arr AP2 block; E = NSD2 inh; F = Keap1-Nrf2 PPI; G = PKA-R2B activ; H = SR-BI uptake up; I = Cardiac RTF inh; J = C-LANA FP
16) CC(C)COP(=O)(c1ccc(N(C)C)cc1)C(O)c1ccc(N(C)C)cc1 (centres undefined)
  A = -12.6 | B = -4.3 | C = 1.5 | D = 6.7 | E = 5.7 | F = -0.4 | G = -0.6 | H = 4.3 | I = -3.7 | J = 1.5

17) Cc1cc(NC(=O)c2ccccc2F)nc2c1c(=O)oc1ccccc12
  A = -8.1 | B = -1.9 | C = -1.1 | D = 12.3 | E = -1.5 | F = -2.0 | G = -3.8 | H = 1.9 | I = -7.0 | J = -0.2

18) CC1(C(=O)O)CCC(C(=O)Nc2ccc(Cl)c(Cl)c2)C1(C)C (centres undefined)
  A = -10.7 | B = -1.0 | C = -0.6 | D = -22.9 | E = -1.6 | F = 0.6 | G = -3.1 | H = 1.0 | I = -8.4 | J = 3.1

19) CCN(CC)S(=O)(=O)c1cccc(C(=O)Nc2cc3oc4ccccc4c3cc2OC)c1
  A = -0.6 | B = 44.9 | C = 0.3 | D = -5.5 | E = 0.2 | F = -3.2 | G = 1.9 | H = -44.9 | I = -0.4 | J = -0.6

20) COc1ccc(-c2ccc(NS(=O)(=O)c3ccc([N+](=O)[O-])cc3)cc2)nn1
  A = 2.1 | B = -5.6 | C = 4.0 | D = 3.8 | E = 2.7 | F = -1.0 | G = -14.8 | H = 5.6 | I = -2.2 | J = 0.8

21) O=C(CN1C(=O)NC2(CCCCCC2)C1=O)N1CCN(c2ccc(F)cc2)CC1
  A = -9.2 | B = 32.2 | C = 1.6 | D = 40.8 | E = 2.4 | F = -0.1 | G = 2.1 | H = -32.2 | I = -12.3 | J = 0.0

22) CC(C)C[C@@H](CO)N1CCN(Cc2ccc(Br)cc2)CCC1=O
  A = -19.6 | B = 11.3 | C = 1.2 | D = 2.8 | E = . | F = -2.6 | G = -0.7 | H = -11.3 | I = -13.2 | J = 0.6

23) NC(=O)c1ccccc1NC(=O)CSc1cn[nH]n1
  A = -8.7 | B = . | C = -0.4 | D = -0.5 | E = 4.3 | F = -0.8 | G = 3.3 | H = . | I = -2.1 | J = -0.4

24) Cc1ccc(NS(=O)(=O)c2cccc(C(=O)N/N=C/c3c(C)nn(-c4ccccc4)c3N3CCCC3)c2)c(C)c1
  A = -14.7 | B = 74.2* | C = 3.8 | D = -3.7 | E = -0.7 | F = -6.6 | G = -3.5 | H = -74.2 | I = -5.1 | J = 3.1

7 structures already listed, arranged by number of heavy atoms, ascending.
Abbreviations: A = PvdQ inh; B = SR-BI HDL uptake; C = DAGLB inh; D = Arr AP2 block; E = NSD2 inh; F = Keap1-Nrf2 PPI; G = PKA-R2B activ; H = SR-BI uptake up; I = Cardiac RTF inh; J = C-LANA FP
23) NC(=O)c1ccccc1NC(=O)CSc1cn[nH]n1
  A = -8.7 | B = . | C = -0.4 | D = -0.5 | E = 4.3 | F = -0.8 | G = 3.3 | H = . | I = -2.1 | J = -0.4

18) CC1(C(=O)O)CCC(C(=O)Nc2ccc(Cl)c(Cl)c2)C1(C)C (centres undefined)
  A = -10.7 | B = -1.0 | C = -0.6 | D = -22.9 | E = -1.6 | F = 0.6 | G = -3.1 | H = 1.0 | I = -8.4 | J = 3.1

22) CC(C)C[C@@H](CO)N1CCN(Cc2ccc(Br)cc2)CCC1=O
  A = -19.6 | B = 11.3 | C = 1.2 | D = 2.8 | E = . | F = -2.6 | G = -0.7 | H = -11.3 | I = -13.2 | J = 0.6

20) COc1ccc(-c2ccc(NS(=O)(=O)c3ccc([N+](=O)[O-])cc3)cc2)nn1
  A = 2.1 | B = -5.6 | C = 4.0 | D = 3.8 | E = 2.7 | F = -1.0 | G = -14.8 | H = 5.6 | I = -2.2 | J = 0.8

21) O=C(CN1C(=O)NC2(CCCCCC2)C1=O)N1CCN(c2ccc(F)cc2)CC1
  A = -9.2 | B = 32.2 | C = 1.6 | D = 40.8 | E = 2.4 | F = -0.1 | G = 2.1 | H = -32.2 | I = -12.3 | J = 0.0

19) CCN(CC)S(=O)(=O)c1cccc(C(=O)Nc2cc3oc4ccccc4c3cc2OC)c1
  A = -0.6 | B = 44.9 | C = 0.3 | D = -5.5 | E = 0.2 | F = -3.2 | G = 1.9 | H = -44.9 | I = -0.4 | J = -0.6

24) Cc1ccc(NS(=O)(=O)c2cccc(C(=O)N/N=C/c3c(C)nn(-c4ccccc4)c3N3CCCC3)c2)c(C)c1
  A = -14.7 | B = 74.2* | C = 3.8 | D = -3.7 | E = -0.7 | F = -6.6 | G = -3.5 | H = -74.2 | I = -5.1 | J = 3.1
